# Screening results from PubChem BioAssay.
# Ec RNAP inh = inhibitors of Escherichia coli RNA polymerase; P0A8V2; E. coli RNA polymerase, fluorescence transcription assay; inhibition, %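 (tested at 10 µM)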; actives 0.2% (n = 62,000); AID 559; in the data active means inhibition above about 20%;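 further: 0% = enzyme without compound and 100% = no enzyme blank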
# TNAP act mid DEA = human TNAP activation, intermediate phosphate acceptor; P05186; purified TNAP, CDP-star luminescence, 100 mM DEA, 30 min; active compounds read high; scale: 0 levamisole-inhibited, 1 vehicle-only enzyme; activation factor at 20 µM; 64,000 tested, under 10 active; AID 813;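 active means activation factor of at least 2 at 20 µM, relative to controls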
# Target sequence (P05186 whole entry, looked up): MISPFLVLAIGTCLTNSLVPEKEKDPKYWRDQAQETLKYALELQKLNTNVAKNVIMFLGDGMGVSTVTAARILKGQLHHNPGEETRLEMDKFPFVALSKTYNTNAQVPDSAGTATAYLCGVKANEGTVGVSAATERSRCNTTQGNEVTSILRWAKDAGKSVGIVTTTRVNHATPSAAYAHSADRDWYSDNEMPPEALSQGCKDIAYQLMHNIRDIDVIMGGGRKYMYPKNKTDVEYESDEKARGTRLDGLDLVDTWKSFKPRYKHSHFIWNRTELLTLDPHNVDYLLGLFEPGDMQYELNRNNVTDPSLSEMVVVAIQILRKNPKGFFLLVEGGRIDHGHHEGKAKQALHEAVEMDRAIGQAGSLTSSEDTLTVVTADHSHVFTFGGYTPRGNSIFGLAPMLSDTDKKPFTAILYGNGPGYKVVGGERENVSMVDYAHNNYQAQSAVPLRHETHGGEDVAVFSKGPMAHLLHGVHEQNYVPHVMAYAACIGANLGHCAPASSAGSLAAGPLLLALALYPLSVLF
# RORa activator = activators of human nuclear receptor RORA; P35398; CHO-K1 Gal4-RORA LBD luciferase reporter, luminescence; percent increase over mock-subtracted basal signal; activation, % at 10 µM; actives 1.5% (n = 65,000);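 active means activation above the mean of all tested compounds plus 3 SD, cut at about 49% in these data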;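 further: 0% = DMSO-treated RORA cells and 100% = added signal equal to DMSO minus mock-transfected cells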
# M1 antag = antagonists of rat M1 muscarinic receptor; P08482; CHO-M1 cells, Fluo-4 calcium, ACh EC80 antagonist mode; active compounds read low; B-score at 10 µM; actives 3.4% (n = 64,000);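 active means calcium fluorescence response, raw or row-and-column corrected B-score, differing from the plate sample mean either way at a set confidence level, mostly lower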
# Ecoli tolC = E. coli tolC mutant growth inhibition | growth inhibition, % at 10 µM (by protocol) | AID 573 | E. coli BW25113 tolC mutant growth, OD615 | actives 2.2% (n = 65,000);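 active means growth inhibition at or above a cutoff equal to the mean over every tested compound plus 3 SD, cut at about 60% in these data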;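 further: growth measured after 20 h incubation at 37 °C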
#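 Test system: tolC-deleted E. coli BW25113; medium: LB with kanamycin 50 µg/mL; compound: single-point testing at 10 µM; incubation: 20 h compound exposure of bacteria at 37 °C; signal: OD at 615 nm; evaluation: growth inhibition in percent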
# NADH coupling = inhibition of NAD/NADH coupling enzymes, library profiling; coupled PK/LDH NADH assays, four targets; IC50, µM (highest dose often 10 µM), inactives show at the top dose inhibition; actives 0.02% (n = 65,000);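 active means single-dose screening hits from any of four coupled enzyme assays that gave an IC50 when retested across doses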;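 further: the DPM-DC format reads NADH fluorescence rather than 340 nm absorbance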
# SF1 activator = activates the human nuclear receptor SF-1 | Q13285 | CHO-K1 Gal4-SF-1 LBD luciferase reporter; % increase over DMSO SF-1-specific signal | activation, % at 10 µM | actives 1.9% (n = 65,000);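 active means activation above the mean activation of all tested compounds plus 3 SD, cut at about 50% in these data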
# Target sequence (Q13285 whole entry, looked up, the tested form may be a part): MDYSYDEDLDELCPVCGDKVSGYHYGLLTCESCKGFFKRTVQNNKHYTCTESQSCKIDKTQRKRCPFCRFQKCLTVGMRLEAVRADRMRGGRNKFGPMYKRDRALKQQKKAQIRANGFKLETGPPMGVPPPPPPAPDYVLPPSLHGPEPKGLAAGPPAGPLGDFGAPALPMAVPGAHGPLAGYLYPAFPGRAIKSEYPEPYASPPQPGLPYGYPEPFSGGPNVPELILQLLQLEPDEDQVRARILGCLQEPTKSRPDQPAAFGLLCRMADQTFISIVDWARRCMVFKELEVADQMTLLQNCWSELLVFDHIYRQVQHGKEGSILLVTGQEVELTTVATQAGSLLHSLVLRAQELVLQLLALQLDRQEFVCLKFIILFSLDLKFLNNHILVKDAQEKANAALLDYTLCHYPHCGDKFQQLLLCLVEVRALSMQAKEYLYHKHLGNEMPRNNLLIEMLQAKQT
#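 Material: Gal4–SF-1 LBD one-hybrid luciferase reporter in CHO-K1 cells | Amount: 4,000 cells per well | Compound dosing: 10 µM single point, 1% DMSO | Schedule: 20 h compound treatment, 37 °C | Measured by: SteadyLite luciferase luminescence | Evaluation: Percent activation versus DMSO | Control set: DMSO-treated SF-1-transfected cells as negative, DMSO-treated mock-transfected cells lacking SF-1 as background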
# Autofluor 339 = intrinsic fluorescence of library compounds, ex339/em460 – biochemical, MLSMR library, data from DPM-DC assay, artefact control, profiling panel; compound autofluorescence, ex339/em460 nm, NADH buffer; active compounds read high; 1 = no-compound wells, NADH background; actives 5.5% (n = 65,000); fluorescence fold increase at 10 µM; AID 709;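 active means at 10 µM, mean starting fluorescence two-fold or more over control wells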;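 further: signal is the first read of a kinetic run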
# M1 agonist = M1 muscarinic receptor agonism. CHO-M1 cells, Fluo-4 calcium fluorescence, agonist mode; active compounds read high. B-score at 10 µM. actives 3% (n = 64,000);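 active means fluorescence rise, raw or as B-score row- and column-corrected plate score, outside the 99.7% band of its plate's samples, either direction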
# Starred values were filed as active, the others as inactive; / = no result given; [ ] = remark or other dose.
SMILES,Ec RNAP inh,TNAP act mid DEA,RORa activator,M1 antag,Ecoli tolC,NADH coupling,SF1 activator,Autofluor 339,M1 agonist
N#Cc1c2n(c(=O)[nH]c1=O)CCCCC2,-3,0.8,-10,0.027,-7,1%,-2,1.1,0.41
COc1ccc(-c2nnn(CC(=O)N(CC(=O)NC3CCCC3)Cc3cccs3)n2)cc1OC,8,0.9,11,0.76,16,8%,6,1.1,-0.13
COc1ccccc1OCC(=O)NCc1cccs1,8,1.1,28,0.28,1,6%,1,1.1,-0.014
CCn1c(SCC(=O)NCc2cccs2)nnc1-c1ccco1,1,0.9,-4,0.25,-13,8%,8,1.1,-0.4
CCN1CCN(C(=O)CS(=O)Cc2nc(-c3ccc(OC)cc3)oc2C)CC1 (stereo not drawn),1,1,14,0.42,-15,3%,1,1.1,0.69
COc1ccccc1C(c1nnnn1C(C)(C)C)N1CCN(Cc2ccncc2)CC1 (stereo not drawn),5,1,-8,0.054,-8,16%,24,0.79,0.6
COc1ccc(S(=O)(=O)Cc2ccc(C(=O)NCc3cccs3)o2)cc1,-3,0.9,-3,0.46,3,5%,-16,1.1,-0.024
COc1cccc(C(=O)CN2C(=O)C(C)(C)Oc3ccc(C(=O)N4CCCCCC4)cc32)c1,4,0.9,-9,-0.65,30,4%,3,1.1,0.038
O=C(CCNS(=O)(=O)c1cccc2nsnc12)N1CCN(c2ccccn2)CC1,10,1,-13,-2*,-10,1%,-20,1,-0.3
O=C1C=C(O)CC(c2ccco2)C1 (stereo not drawn),-1,0.9,-2,0.019,0,1%,0,1.1,0.23
Nc1nc(CSc2nc3ccccc3[nH]2)cs1,6,1.2,29,0.41,-6,1%,10,1.1,-0.87
CCOC(=O)C1(c2csc(N)n2)COC(=O)C1 (stereo not drawn),2,1,/,0.13,6,2%,/,1.2,-0.49
CCCOc1ccc(N2C(=O)CC(N3CCCC(C(=O)N4CCCC4)C3)C2=O)cc1 (stereo not drawn),4,1,-6,-0.28,-18,4%,11,1.1,-0.12
CNC(=O)CSc1nnc(-c2cccnc2)n1CCc1ccccc1,5,0.9,-25,-0.14,-15,6%,-10,1.1,0.031
CC(Oc1ccc(Cl)cc1Cl)C(=O)NCCCn1ccnc1 (stereo not drawn),8,0.9,-32,-0.19,-14,8%,1,1,0.008
CCOC(=O)c1c(CN2CCOCC2)n(-c2ccccc2)c2ccc(O)cc12,10,1,16,-0.21,65*,6%,5,1.1,-0.31
c1cncc(-c2nc(-c3cccs3)cs2)c1,3,0.8,40,0.12,6,6%,10,1.2,-0.61
O=C(Oc1ccc(-c2cnc3ccccc3n2)cc1)c1ccco1,8,0.9,37,-1.7,-1,3%,28,1.2,-2.2
O=C1CCC(=O)N1CNc1ccccn1,1,0.9,-14,0.38,3,4%,-4,1.1,-0.48
O=C(COC(=O)C1CC(=O)N(c2ccc3c(c2)OCCO3)C1)NC1CCCc2ccccc21 (stereo not drawn),8,0.9,4,0.23,5,5%,8,1.1,-0.5
Cc1c(NC(=O)c2cnn3c2NC(c2ccco2)CC3C(F)(F)F)c(=O)n(-c2ccccc2)n1C (stereo not drawn),4,0.9,-12,-0.31,-1,2%,-15,1.1,1.4
O=[n+]1c2c(n([O-])c3c1CCCC3)CCCC2,6,0.9,9,0.13,-4,1%,-6,1,-0.022
Cc1nc2ccccn2c1-c1csc(NCc2ccco2)n1,-5,1,14,-0.45,30,1%,6,1.4,8
Cc1ccc(OC(=O)CCC(=O)Nc2ccc(S(=O)(=O)Nc3cc(C)on3)cc2)cc1,1,1,-18,/,-9,5%,-11,1,/
Cn1ccnc1C(O)c1ccco1 (stereo not drawn),-4,0.9,-8,0.074,-16,3%,-10,1.1,-0.38
CCCCCCn1c(CN2CCCCC2CC)nc2c1c(=O)n(C)c(=O)n2C (stereo not drawn),-1,1,-18,-0.77,39,1%,0,1.1,0.28
N#CCCn1c(SCC(=O)NCCc2ccc(F)cc2)nc2ccccc21,5,0.9,-6,-1.1,7,3%,-4,1.1,-0.16
O=C(COC(=O)C1CC(=O)N(Cc2ccco2)C1)c1ccc(OC(=O)c2ccco2)cc1 (stereo not drawn),5,0.8,-1,0.19,-6,5%,4,1.1,-0.26
CCOC(=O)c1cnc(SCC)[nH]c1=O,4,0.8,12,0.28,-20,4%,-13,1,0.21
CC(C)Oc1ccc(C(=O)Nc2cc(=O)n(C)c(=O)n2C)cc1,6,0.9,4,-0.092,-1,4%,0,1,-0.027
CC(=O)N/C(=N/c1nc(C)cc(C)n1)Nc1ccc(NC(C)=O)cc1,7,0.9,-7,-1.4,3,1%,-10,1.1,0.015
CCOC(=O)c1cc2occc2n1CC(=O)NC1CCCCC1C (stereo not drawn),5,1,-2,-0.28,-8,6%,-2,1.1,0.92
O=c1cc(-c2ccccc2)c2ccc(O)c(CN3CCCCC3)c2o1,-4,1,-6,-0.7,23,5%,-14,2.4*,-1.3
CC(C)(C)c1ccc(OCCN2CCCC2)cc1,2,1,-2,0.09,-15,12%,-2,1.1,-0.65
CCCCc1cc(=O)oc2cc(OCC(=O)N(CC)CC)ccc12,3,1,/,0.72,5,5%[fluoresces],/,2.2*,-0.21
Cc1ccc(S(=O)(=O)N2CCN(c3nc(C)nc4sc(C)c(C)c34)CC2)cc1,7,0.9,3,-1.1,51,2%,6,1,-0.0074

# Sorted by SMILES length (lowest first): 4 of the compounds above
SMILES,Ec RNAP inh,TNAP act mid DEA,RORa activator,M1 antag,Ecoli tolC,NADH coupling,SF1 activator,Autofluor 339,M1 agonist
CCOC(=O)c1cc2occc2n1CC(=O)NC1CCCCC1C (stereo not drawn),5,1,-2,-0.28,-8,6%,-2,1.1,0.92
N#CCCn1c(SCC(=O)NCCc2ccc(F)cc2)nc2ccccc21,5,0.9,-6,-1.1,7,3%,-4,1.1,-0.16
CC(C)Oc1ccc(C(=O)Nc2cc(=O)n(C)c(=O)n2C)cc1,6,0.9,4,-0.092,-1,4%,0,1,-0.027
CC(=O)N/C(=N/c1nc(C)cc(C)n1)Nc1ccc(NC(C)=O)cc1,7,0.9,-7,-1.4,3,1%,-10,1.1,0.015

# New compounds follow:
SMILES,Ec RNAP inh,TNAP act mid DEA,RORa activator,M1 antag,Ecoli tolC,NADH coupling,SF1 activator,Autofluor 339,M1 agonist
Cc1cc(C)cc(N2C(=O)C3C4C=CC(C4)C3C2=O)c1 (stereo not drawn),5,0.9,-14,0.18,-12,2%,8,1.1,-0.013
Cc1ccc(C)c(C(C)NC(=O)C2C3CCC(O3)C2C(=O)O)c1 (stereo not drawn),-2,1,-8,0.0086,-13,5%,-30,0.94,0.024
CC(C)(C)Oc1ncc(Br)c(OC(C)(C)C)n1,11,0.9,15,-0.2,-3,3%,-7,1.1,-0.34
Clc1ccccc1Cn1nnc2c(NCC3CC3)ncnc21,10,0.9,-5,-0.32,6,12%,0,0.95,-0.3
CN(c1ccccc1)S(=O)(=O)c1ccc(C(=O)OCC(=O)N2CCOCC2)cc1,3,0.9,-4,-0.078,-7,1%,-11,1.1,-0.0032
CC1CCc2sc3c(c2C1)c1ncnn1c(=O)n3CC(=O)c1ccc(Br)cc1 (stereo not drawn),9,1,12,-1.5,-7,3%,13,1.1,-2.6
COc1ccc(CNC(=O)c2cc(-c3ccco3)on2)cc1,-1,0.9,-13,-0.045,-23,7%,-5,1.1,-0.58
CCCCSc1nnc(-c2ccccc2N)c(=O)[nH]1,3,1,58*,0.19,17,0%,35,0.97,-0.021
Cc1ccc(C)c(NC(=O)C2CCCN2C(=O)OC(C)(C)C)c1 (stereo not drawn),6,0.9,-9,0.95,4,0%,-9,1.2,-0.074
COc1ccccc1Cc1noc(C(C)(C)NC(=O)c2ccccc2)n1,4,1,-17,0.63,-5,7%,12,1,-0.44
COCC(=O)NCCc1nc2ccccc2[nH]1,5,0.9,1,0.36,-14,4%,6,1.1,-0.5
c1cc(-c2nnc3n2CCC3)[nH]n1,7,1,-3,0.037,-13,4%,6,1.1,-0.94

# 5 compounds drawn at random from the list so far:
SMILES,Ec RNAP inh,TNAP act mid DEA,RORa activator,M1 antag,Ecoli tolC,NADH coupling,SF1 activator,Autofluor 339,M1 agonist
CC1CCc2sc3c(c2C1)c1ncnn1c(=O)n3CC(=O)c1ccc(Br)cc1 (stereo not drawn),9,1,12,-1.5,-7,3%,13,1.1,-2.6
Cc1cc(C)cc(N2C(=O)C3C4C=CC(C4)C3C2=O)c1 (stereo not drawn),5,0.9,-14,0.18,-12,2%,8,1.1,-0.013
c1cc(-c2nnc3n2CCC3)[nH]n1,7,1,-3,0.037,-13,4%,6,1.1,-0.94
COc1ccc(CNC(=O)c2cc(-c3ccco3)on2)cc1,-1,0.9,-13,-0.045,-23,7%,-5,1.1,-0.58
CCCCSc1nnc(-c2ccccc2N)c(=O)[nH]1,3,1,58*,0.19,17,0%,35,0.97,-0.021

# New compounds follow
SMILES,Ec RNAP inh,TNAP act mid DEA,RORa activator,M1 antag,Ecoli tolC,NADH coupling,SF1 activator,Autofluor 339,M1 agonist
CC(C)(C)C1CCc2onc(C(=O)NC3CCCC3)c2C1 (stereo not drawn),4,1,-8,0.58,13,5%,2,1.1,0.42
O=C(Nc1ccccn1)Nc1cccs1,3,0.9,14,0.073,-3,7%,19,1,0.58
c1ccc(-c2cc(N3CCCCCC3)n[nH]2)cc1,5,0.9,70*,/,30,10%,42,1.4,/
CC1CN(c2cc(=O)n(-c3ccccc3)c(=O)[nH]2)CC(C)O1 (stereo not drawn),0,1,7,0.19,-10,2%,3,1.1,-1.6
Clc1ccc(Cc2nnc(-c3ccccc3Br)o2)cc1,2,0.9,17,-0.2,60,8%,4,1.1,0.049
CN(C)C(=O)N1CCC(C(=O)NCc2ccccc2)CC1,1,1,20,-0.55,-7,3%,3,1.1,-0.36
CC(C(=O)NCCCN1CCOCC1)n1cccc1C(=O)c1ccccc1 (stereo not drawn),13,0.9,7,-0.2,-8,2%,-3,1,-0.0026
COc1ccc(S(=O)(=O)N2CCC(C(=O)NCc3ccccn3)CC2)cc1Cl,6,0.9,-8,-0.0016,-2,3%,3,1.1,1.3
Cc1cc(C)n(C(=O)c2ccc(C)c(S(=O)(=O)N3CCOCC3)c2)n1,1,0.9,-6,0.55,-12,4%,6,1.1,-0.67
COc1ccccc1CNC(=O)CCn1c(=O)[nH]c2ccsc2c1=O,10,0.8,-5,0.63,-22,9%,0,1.1,-0.73
Cc1cccc(OCC(=O)Nc2ccc(N3CCN(S(C)(=O)=O)CC3)cc2)c1C,7,0.9,-21,0.38,-18,9%,-6,1,0.21
O=c1cc(-c2ccccc2)nc2nc(-c3ccccc3)[nH]n12,12,0.9,19,0.5,9,3%,1,1.1,-0.51
COc1cc(C2=NOC(C(=O)NCc3ccc(F)cc3)C2)cc(OC)c1OC (stereo not drawn),1,0.9,-18,-0.083,2,2%,-8,1,-1.7
N#Cc1cccc(Cn2nnc(-c3ccccc3)n2)c1,11,0.9,1,0.41,6,3%,19,1.1,-0.17
CCCCn1c(=O)cc(N2CCOCC2)[nH]c1=O,4,0.9,4,0.016,-11,6%,12,1.1,-0.15
COc1cccc(NC(=O)C2CCCN(S(=O)(=O)c3ccc(-n4cnnn4)cc3)C2)c1 (stereo not drawn),-1,1,-16,-0.17,/,8%,2,1.1,0.045
CCOC(=O)CN1C(=O)NC(C)(c2ccc(OC(F)F)cc2)C1=O (stereo not drawn),4,0.9,-4,0.56,-3,6%,3,1.1,-0.98
CC(C)(C)NC(=O)C1CC(=O)OC1(C)C (stereo not drawn),5,0.9,12,0.21,-26,12%,-5,1.1,0.084
CN(CCCNC(=O)CN1C(=O)CC(C)(C)S(=O)(=O)c2ccccc21)C1CCCCC1,7,0.9,-12,0.37,-14,5%,31,1,0.047
